Screening data deposited in PubChem BioAssay by The Scripps Research Institute Molecular Screening Center.
TAAR1 agonist: human TAAR1 agonists, primary screen, Fluo-8 calcium fluorescence, CHO RD-HGA16 cells | hit rate 0.99% among 360,000 | vehicle wells 0%, saturating PEA agonist 100% | Trace amine-associated receptor 1 (Homo sapiens), Q96RJ0 | activation, % at 3 µM;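 active means activation above the mean activation of all test compounds in the run plus 3 SD, cut at about 38% in these data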
Target sequence (Q96RJ0 whole entry, looked up): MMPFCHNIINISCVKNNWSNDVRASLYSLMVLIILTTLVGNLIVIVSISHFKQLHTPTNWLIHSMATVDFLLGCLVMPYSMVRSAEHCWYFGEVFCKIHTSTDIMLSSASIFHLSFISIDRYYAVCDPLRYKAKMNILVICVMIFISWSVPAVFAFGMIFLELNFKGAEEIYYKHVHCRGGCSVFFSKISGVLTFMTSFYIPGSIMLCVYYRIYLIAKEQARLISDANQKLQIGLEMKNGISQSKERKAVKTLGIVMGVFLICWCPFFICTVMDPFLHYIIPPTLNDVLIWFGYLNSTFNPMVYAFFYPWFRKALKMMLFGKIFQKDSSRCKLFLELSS
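Signal – calcium-sensitive Fluo-8 signal, excitation 470-495, emission 515-575 nm · System – RD-HGA16 (CHO) cells co-expressing Gα16 and hTAAR1 · Incubation – 17-24 h seeding, 75 min 37 °C dye, 30 min RT · Compound dosing – 3 µM single concentration · Repeats – no replicates (n 1)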
TAAR1 antagonist: human TAAR1 antagonists, primary screen, Fluo-8 calcium fluorescence, CHO RD-HGA16 cells | Trace amine-associated receptor 1 (Homo sapiens), Q96RJ0 | antagonist | inhibition, % at 3 µM | hit rate 1.5% among 360,000 | AID 624466, 2012;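 active means inhibition above a per-plate cutoff, the mean inhibition of test compounds on that plate plus 3 SD, cut at about 49% in these data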;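 further: 0% = DMSO plus EC80 beta-PEA response and 100% = DMSO alone without agonist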
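test system = CHO RD-HGA16 cells bearing hTAAR1 | replication = singlicate | controls = DMSO-only wells and EC80 β-PEA-stimulated wells | reagent = EC80 β-phenethylamine stimulus | read-out basis = percent inhibition of PEA-evoked calcium signal, max/basal emission ratio | schedule = seeding 17-24 h prior, 75-min 37 °C, 30-min RT dye loading | signal = kinetic Fluo-8 calcium fluorescence measurement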
The depositor's hits bear a star. A portion of the library; the hit share may differ from the screen's.

canonical_smiles | TAAR1 agonist | TAAR1 antagonist
COc1cc(N/C(=C\C(=O)c2ccccc2)c2ccccc2)ccc1Cl | 1 | -10
CC(C)OC(=O)N(C)C[C@H]1OCc2cn(nn2)CCCC(=O)N([C@@H](C)CO)C[C@@H]1C | 6 | 6
O=c1[nH]c2ccccc2nc1-c1nnnn1C1CCCC1 | 3 | -28
CCCCCN(C(=O)Cc1c(C)n(CCCCC)c2ccccc12)c1ccc(Oc2cccnc2)c(C)c1 | 0 | 0
COc1ccc(C)cc1N | 3 | -3
COC(=O)C1=C(C)N(Cc2cccc(C(F)(F)F)c2)C(=NCc2ccc(C(F)(F)F)cc2)NC1c1ccc(Cl)cc1 (stereo not given) | 13 | 31
COCCN1Cc2cc(C(=O)OC)c3c(c2C1=O)c1cc(OC)ccc1n3S(C)(=O)=O | 0 | -7
CC(C)C1Cc2[nH][nH]c(=O)c2C(c2ccc(Cl)cc2)O1 (stereo not given) | 1 | -22
Cc1cc(N2CCN(CC(C)(C)O)C[C@H]2C)ccc1N1CCN(CC(C)(C)O)[C@H](C)C1 | 1 | -11
O=C(Cc1c[nH]c2ccccc12)Nc1ccc(Nc2cccnc2)c(-c2cccc(Cl)c2)c1 | 12 | 72*
COc1ccc(NC(=O)C(c2ccc(C(F)(F)F)cc2)n2c(=O)c(-c3ccco3)nc3ccccc32)cc1 (stereo not given) | 3 | -33
O=C(c1cccc(Cl)c1)N1CCC(=O)N([C@H](COCc2cccc(Cl)c2)Cc2ccccc2)CC1 | 3 | 40
COc1ccc(CN2C(=O)CCC2(C)c2nnnn2-c2c(C)cccc2C)cc1OC (stereo not given) | 0 | -21
CCN(Cc1ccccc1)C(=O)Nc1c(Cl)cccc1Cl | -1 | -15
COCCCN1C(=O)C(CC(=O)NCc2cccc3ccccc23)CC(C(=O)N2CCCCCC2)=C1C (stereo not given) | 0 | -2
Nc1[nH]c(C(=O)c2ccccc2)c(-c2ccc([N+](=O)[O-])cc2)c1C(=O)NCCc1c[nH]c2ccccc12 | 16 | 23
COc1cccc(C(=O)N2CCC[C@@H]2C(=O)N2CCC[C@H]2C(=O)NCc2ccncc2)c1 | 2 | -9
N#Cc1ccc(-c2nc3c(Cl)cc(C(F)(F)F)cn3c2Cc2ccccc2C(F)(F)F)cc1 | 0 | -1
CCC(=O)Nc1ccc2c(c1)OC[C@@H](C)N(Cc1cccc(F)c1)C[C@@H](C)[C@@H](OC)CN(C)C2=O | 0 | -3
O=C(C(=O)N1CCC(CNS(=O)(=O)c2ccccc2)CC1)c1cc2ccccc2o1 | 4 | -25
CCOC(=O)c1c2ccc(OCC(=O)N/N=C/c3ccc(Cl)cc3)cc2n2ccccc12 | 0 | 4
CCOC(=O)N(C)[C@H]1C[C@H]2c3[nH]c4ccccc4c3CCN2C(=O)[C@H]1[C@H](C)O | 3 | -19
O=C1NC[C@@H](CCCCN2C[C@H](Cc3ccccc3)N(CCC3CCCCC3)C(=O)C2=O)N(Cc2ccccc2)C1=O | 3 | -14
Cc1onc(-c2ccccc2)c1C(=O)NN=Cc1cc(Cl)cc(Cl)c1O | 9 | 5
Cc1ccccc1NC(=O)C1C(=O)Nc2ccccc2C(=O)N1Cc1ccccc1 (stereo not given) | 1 | 0
Cn1cnc(S(=O)(=O)N2C[C@@H](O)COC[C@@H]3O[C@H](CC(=O)NC4CCC4)CC[C@H]32)c1 | 3 | -12
Cc1ccc2nc(-c3ccc(C#N)cc3)c(Cc3cccc(F)c3)n2c1 | 0 | 14
CCC1Cc2[nH][nH]c(=O)c2C(CC)O1 (stereo not given) | -1 | 14
CC1C/C=C/C=C/C=C/C=C/C(O[C@@H]2O[C@H](C)[C@@H](O)[C@H](N)[C@@H]2O)CC2OC(O)(CC(O)CC3OC3/C=C/C(=O)O1)CC(O)C2C(=O)O (stereo not given in full) | 1 | -11
O=C(NCCN1CCC(n2c(=O)[nH]c3ccccc32)CC1)c1ccc(F)c(F)c1 | 0 | 9

Record cards, as listed above. Values in the order: TAAR1 agonist | TAAR1 antagonist
O=C(C(=O)N1CCC(CNS(=O)(=O)c2ccccc2)CC1)c1cc2ccccc2o1 in the list: 4 | -25
Cc1ccc2nc(-c3ccc(C#N)cc3)c(Cc3cccc(F)c3)n2c1 in the list: 0 | 14

Going on with the list:
canonical_smiles | TAAR1 agonist | TAAR1 antagonist
F[B-](F)(F)COCc1ccccc1C#Cc1ccccc1 | 1 | -13
O=C1c2ccccc2C(c2nnnn2-c2ccc3c(c2)OCCO3)N1Cc1ccco1 (stereo not given) | 2 | -12
COC(=O)C1=C(C)N(Cc2cccc(C(F)(F)F)c2)C(=NCc2ccccc2C(F)(F)F)NC1c1cccc(F)c1 (stereo not given) | 6 | 3
C[C@H]1COc2cc(N3CCC[C@H]3CO)ccc2S(=O)(=O)N1 | 5 | -19
COc1ccc(-c2oc3c(c2C#CC(C)(C)O)C(OCCO)CC3)cc1 (stereo not given) | 1 | -19
CC(=O)N1CCN(C(c2ccccc2)c2nnnn2C(C)(C)C)CC1 (stereo not given) | 1 | -5
COC(=O)c1ccc2nc(-c3ccc(F)cc3)c(Cc3ccccc3OC)n2c1 | 7 | 18
C[C@@H]1CN(C(=O)OC(C)(C)C)CCN1c1ccc(Br)c(C#N)c1 | -2 | 34
CCOC1=C2[C@@H](CN(S(=O)(=O)c3ccccc3C)[C@H]2c2ccc(Cl)cc2)[C@H]2C(=O)N(C3CCCCC3)C(=O)[C@H]2C1 | -1 | -10
Cc1ccc(S(=O)(=O)N2C(c3ccccc3)CC(=O)C3CN(S(=O)(=O)c4ccc(Cl)cc4)C(c4ccccc4)CC32)cc1 (stereo not given) | 6 | -23
O=S1(=O)N[C@@H](Cc2ccccc2)COc2cc(NCCCN3CCOCC3)ccc21 | 5 | -14
CC(C)c1cn(CC[C@@H]2CC[C@@H](NC(=O)C3CCCCC3)[C@@H](CO)O2)nn1 | 2 | -15
O=C1NC[C@H](CCCCN2C[C@@H](Cc3ccccc3)N(Cc3ccccc3)C(=O)C2=O)N(CCC2CCCCC2)C1=O | 5 | -3
O=C1NC[C@H](CCCCN2C[C@H](Cc3ccc(O)cc3)N(CCC3CCCCC3)C(=O)C2=O)N(CCC2CCCCC2)C1=O | 3 | -19
CC[C@@H]1Cc2[nH][nH]c(=O)c2[C@H](CC(C)C)O1 | 1 | -10
COc1cc2c(cc1OC)[C@](C)(c1ccccc1)C[C@@H]2NCC=C(C)C | 2 | -7
Cc1ccc(C(=O)N2CCC[C@@H]2C(=O)N2CCC[C@H]2C(=O)NCc2ccccc2)cc1C | 0 | -9
COC(=O)C1=C(C)N(Cc2cccc(C(F)(F)F)c2)C(=NCc2ccccc2)NC1c1ccc(Cl)cc1 (stereo not given) | 19 | 46
C[C@@H]1CN(C(=O)OC(C)(C)C)CCN1c1ccc(N2CCS(=O)(=O)CC2)c(C#N)c1 | 12 | 16
CC(C)(C)c1ccc(C#C[C@@H]2C=C[C@@H](O)[C@@H](COC(=O)Nc3ccccc3)O2)cc1 | 5 | 14
CCCCc1c(-c2ccc(F)cc2F)ncn1CCc1ccccc1OC | 6 | 38
Cc1cccc(S(=O)(=O)N2C[C@@H](O)COC[C@@H]3O[C@H](CC(=O)NCCCN4CCOCC4)CC[C@H]32)c1 | 3 | 6
COc1ccc(Cn2cc(CN3CCc4onc(-c5ccccc5OC)c4C3=O)nn2)cc1 | 2 | 11
COC(=O)[C@@]1(Sc2ccc(C)cc2)CC(=O)N(C(=O)/C=C/c2ccccc2)[C@@H]1c1ccccc1 | 0 | -18
O=C(NCC[C@H]1CC[C@H](NS(=O)(=O)c2ccc(F)cc2)[C@@H](CO)O1)c1ccc2c(c1)OCO2 | 0 | -21
COc1cc2c(cc1OC)[C@@H](NC(=O)c1ccncc1)[C@H](C)[C@H]2c1ccccc1 | 0 | -11
CN(Cc1ccc2c(c1)CCCN2C)C(=O)[C@@H](Cc1ccccc1)NC(=O)[C@H]1O[C@@H](n2ccc(=O)[nH]c2=O)[C@H](O)[C@@H]1O | 0 | 12
Cc1cc2c(cc1C)-n1nnnc1C(N1CCN(CC(=O)N3CCCC3)CC1)C(=O)N2 (stereo not given) | 2 | -9
CCc1c(-c2ccccc2F)ncn1CCc1ccccc1OC | 10 | 14
CC(C)C[C@@H]1NC(=O)[C@@H]2CSCCS(=O)(=O)N2C1=O | 1 | -2
C=CCN=C1NC(c2cccc(F)c2)C(C(=O)OC)=C(C)N1Cc1ccccc1C(F)(F)F (stereo not given) | 5 | 13
CCCc1c(-c2cccc(Cl)c2)ncn1CCc1ccccc1OC | 19 | 53*
COC(=O)C(C(=O)OC)c1ccccc1NS(=O)(=O)c1ccc(C)cc1 | 0 | -17
CCCCCCN1CCN(C2CN(Cc3cn(Cc4cc(C)cc(C)c4)nn3)S(=O)(=O)C2)CC1 (stereo not given) | 2 | -15
C=CCN1C(=O)[C@]2(OCCC=C[C@H]2C)c2cc(OC)ccc21 | 3 | -26
CCCCCCCCN1C(=O)[C@@H](CC(=O)NCc2ccccc2)C[C@@]2(C(=O)OC)C1=C[C@H](C1CCCC1)O[C@@H]2C | -1 | -13
Cc1ccccc1S(=O)(=O)N1C(c2ccc(Cl)cc2)CC=C(C(=O)O)C1c1cccc(Cl)c1 (stereo not given) | 1 | 3
C#CCNC(=O)C[C@H]1C[C@@]2(C(=O)OC)C(=C[C@H](COCc3ccccc3)O[C@@H]2C)N(CCC2=CCCCC2)C1=O | -1 | -5
COc1cccc(C2NC(=S)N(Cc3ccccc3)C(C)=C2C(C)=O)c1 (stereo not given) | -1 | 3
Cc1cc2nc(-c3ccccc3)c(CC3CCCCC3)n2c(C)c1Br | 0 | -15
COc1ccccc1C(=O)N1CCC2CCN(C(=O)OC(C)(C)C)C2C1 (stereo not given) | 1 | -20
COc1ccc(O[C@H]2C=C[C@@H](c3ccccc3)O[C@@H]2CO/N=C(\C)CCN2CCCCc3nc(C)c(C)cc32)cc1 | 0 | 18
CC1CCN(C(=O)c2ncn3c2C(=O)N[C@@H](C)C3)CC1 | 1 | -2
N#Cc1cc2cc(Cl)ccc2[nH]c1=O | 3 | -17
Cc1ccc(S(=O)(=O)C[C@@H]2OC[C@H](C(C)C)N2S(=O)(=O)c2ccc(C)cc2)cc1 | -1 | -23
CN(C(=O)c1cccc(NC(=O)Cc2ccc(NC(=O)C3CCCN(C(=O)c4ccccc4)C3)cc2)c1)C1CC1 (stereo not given) | 3 | -32
C=CCN1[C@H](C)[C@H](c2ccccc2)Oc2cc(Br)ccc2S1(=O)=O | -1 | 5
COC(=O)C1=C(C)N(C)C(=NCc2ccccc2)NC1c1ccccc1 (stereo not given) | 0 | -3
C[C@H](CO)N1C[C@H](C)[C@@H](CN(C)C(=O)Nc2ccc(C(C)(C)C)cc2)OCc2cn(nn2)CCCC1=O | 1 | -11
CCOC(=O)[C@]12CCCC=C1N(Cc1ccc3c(c1)OCO3)C(=O)[C@H](CC(=O)NCc1cccc3ccccc13)C2 | 4 | -23
CC1(C(=O)NCc2ccccc2)CN(S(C)(=O)=O)CC(=O)N1C1CC1 (stereo not given) | 0 | -4
CCCCCCCCN1C(=O)[C@H](CC(=O)NCCCOC)C[C@@]2(C(=O)OC)CC(C)(C)CC=C12 | 6 | -13
COCCNC(=O)c1c(N)[nH]c(C(=O)c2ccc(Br)cc2)c1-c1ccc(Br)cc1 | 0 | 1
Cn1cc([C@]2(O)C(=O)Nc3ccc(Br)cc32)c2ccccc21 | 10 | 7
O=C(NCc1ccccc1)C1C(c2ccccc2)=Nc2ccccc2N1C(=O)c1cnccn1 (stereo not given) | 1 | -5
CC1=C(C(=O)N2CCCCCC2)CC(CC(=O)NCCc2ccccn2)C(=O)N1Cc1ccc(F)cc1 (stereo not given) | 24 | -1
CCOC(=O)[C@]12CCC=C1N(Cc1ccc3c(c1)OCO3)C(=O)[C@H](CC(=O)NCc1ccc(OC)c(OC)c1)C2 | 2 | -10
COC(=O)C1=C(C)N(Cc2cccc(C(F)(F)F)c2)C(=NCc2ccccc2C(F)(F)F)NC1c1ccc(Cl)cc1 (stereo not given) | 2 | -24
O=S1(=O)CC(N2CCSCC2)CN1Cc1cn(Cc2cccc(C(F)(F)F)c2)nn1 (stereo not given) | 1 | -8
Cc1cccc(COC[C@H](CC(C)C)N2CCN(C(=O)c3ccc(C(C)(C)C)cc3)CCC2=O)c1 | 3 | 63*
CCCCn1nnnc1C(c1cc2ccccc2o1)N1CCN(CCN(C)C)CC1 (stereo not given) | 2 | -12

Structures above that contain two or more sulfur atoms:
canonical_smiles | TAAR1 agonist | TAAR1 antagonist
Cc1ccc(S(=O)(=O)N2C(c3ccccc3)CC(=O)C3CN(S(=O)(=O)c4ccc(Cl)cc4)C(c4ccccc4)CC32)cc1 (stereo not given) | 6 | -23
CC(C)C[C@@H]1NC(=O)[C@@H]2CSCCS(=O)(=O)N2C1=O | 1 | -2
Cc1ccc(S(=O)(=O)C[C@@H]2OC[C@H](C(C)C)N2S(=O)(=O)c2ccc(C)cc2)cc1 | -1 | -23
O=S1(=O)CC(N2CCSCC2)CN1Cc1cn(Cc2cccc(C(F)(F)F)c2)nn1 (stereo not given) | 1 | -8
